# Giardia FBPA inh: Giardia lamblia aldolase inhibition | A8B2U2 | purified Giardia FBPA | Potency, µM (doses to about 59.6 µM), for inactives: top-dose activity, negative = inhibition, most hits filed as inhibitors | 0.71% of 290,000 active; note: potency is the fitted concentration of half-maximal effect; % is set by controls: 0 for no effect and ±100 for the full control effect; nearly all actives have a fitted effect of over 55% in size
# Target sequence (A8B2U2 whole entry, looked up): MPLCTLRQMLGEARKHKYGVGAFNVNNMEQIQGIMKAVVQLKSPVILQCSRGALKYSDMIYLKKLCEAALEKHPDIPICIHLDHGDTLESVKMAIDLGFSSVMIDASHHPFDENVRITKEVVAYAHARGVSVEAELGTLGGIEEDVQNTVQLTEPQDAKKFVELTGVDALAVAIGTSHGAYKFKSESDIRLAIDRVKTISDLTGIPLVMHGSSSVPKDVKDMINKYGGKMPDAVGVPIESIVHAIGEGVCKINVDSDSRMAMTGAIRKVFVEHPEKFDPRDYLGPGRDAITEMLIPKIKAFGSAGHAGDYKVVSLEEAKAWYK
#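 40 nM FBPA preincubated 10 min at RT with compound (up to 57.5 uM final), then substrate plus GAPDH/TPI/NAD/arsenate coupling and diaphorase/resazurin added. Fluorescence read after 20 min at RT, 525/598 nm.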
# CHX counter: counter-screen for Shiga toxin inhibitors: cycloheximide protein synthesis inhibition | cell reporter, cycloheximide protein synthesis inhibition counterscreen | max response, % | 12% of 300,000 active; in the data active = max response mostly above about 13%, no sharp cut-off; inactive = mostly below about 14%; note: read at 38.3 µM for the half of the compounds with a filed dose; 0% is about no effect
# Shiga inhibitor: Shiga toxin inhibition; AID 2315; Vero cells, Shiga toxin protein synthesis inhibition reporter; 9.2% of 290,000 active; inhibition, % at 38.7 µM; in the data active = inhibition mostly above about 28%, no sharp cut-off; inactive = mostly below about 43%; note: 0% is about no effect
# Pf growth 48h: P. falciparum growth inhibition at 48 hours (one generation). P. falciparum luciferase growth in erythrocytes, 48 h. Potency, µM (top dose mostly 28.7 µM), for inactives: at the top dose activity change, negative = inhibition, most hits filed as inhibitors. 5.9% of 310,000 active. AID 504832; note: potency is the fitted concentration of half-maximal effect; % is set by controls: 0 for no effect and ±100 for the full control effect
#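 Read-out is firefly luciferase luminescence from an integrated reporter in P. falciparum, so falling signal marks reduced parasite growth. Infected erythrocytes were at 2% hematocrit and 0.1% parasitemia (final) in Albumax-supplemented RPMI 1640.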
# Sm TGR inh: blocks Schistosoma mansoni thioredoxin glutathione reductase | AID 485364 | Potency, µM (top dose mostly 114 µM), for inactives: at the highest dose activity change, negative = inhibition, actives largely listed as inhibitors | purified TGR, DTNB reduction, TNB absorbance 405 nm | 3% of 360,000 active; note: potency is the fitted concentration of half-maximal effect; % is set by controls: 0 for no effect and ±100 for the full control effect; nearly all actives have a fitted effect of over 60% in size
#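 TGR 20 nM + NADPH 100 uM (dispensed conc.), cpd preinc 15 min RT; start with NADPH (500 uM addition) then DTNB (15 mM addition). Kinetic TNB absorbance, 405 nm filter. Four-parameter Hill fit across titration.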
# Pf growth 96h: P. falciparum growth inhibition at 96 hours; P. falciparum luciferase reporter growth, 96 h; Potency, µM (series often up to 28.7 µM), without a hit: top-dose activity change, negative = inhibition, most hits filed as inhibitors; 6.9% of 320,000 active; note: potency is the fitted concentration of half-maximal effect; % is set by controls: 0 for no effect and ±100 for the full control effect
#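 Erythrocytes infected with luciferase-expressing P. falciparum were dispensed at 2% hematocrit and 0.05% parasitemia (final), then incubated with compounds 96 hours at 37 C in 5% CO2. Luminescence after detection reagent addition reported growth.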
# The depositor's hits bear a star; i = inactive; u = inconclusive; x = no result given; & = joins results of further samples; [ ] = dose if it differs, or a comment. Unless noted, calls come from the whole dose curve; as a rule, active = well fitted curve in the direction sought with a large enough effect; inconclusive = small, poorly fitted or top-dose-only effect, or another doubt; inactive = no such curve, though single readings can be large; an effect the other way counts as inactive or inconclusive. Random draw from the library. About 24% of those tested had a hit in this group.
molecule	Giardia FBPA inh	CHX counter	Shiga inhibitor	Pf growth 48h	Sm TGR inh	Pf growth 96h
CCCCn1c(C)cc2c(c1=O)C1O[C@](CCCC)(Cc3cc(C#N)ccc31)O2	-5.8%[12.9 µM]	0.3	i	u	-31.3%[22.9 µM]	19.1%[5.75 µM]
CCOC(=O)c1c(-c2cccc([N+](=O)[O-])c2)csc1N	-26.8%	-2.3	11.4	-6.3%	1.0%	14.2%
c1ccc(CCNc2nc(-c3cccnc3)cs2)cc1	-29.4%	61.8*	39.6*	u	0.7%	u
Cc1ccc(S(=O)(=O)Nc2ccccc2-c2ccccc2)cc1	-27.7%	-5.3	-7.9	-6.2%	1.3%	11.7µM*
CC(=O)c1cc(N2CCC(C(=O)O)CC2)ccc1[N+](=O)[O-]	4.7%	-0.5	-4.4	6.4%	-4.2%	3.2%
CCO[C@@H]1OC(C(=O)N2CCOCC2)=C[C@H](c2coc3ccccc3c2=O)[C@H]1CCCO	-0.6%	-2.7	-12.0	23.7%	-0.4%	38.5%[activator]
c1csc(-c2nnc3ccccn23)c1	1.6%	-2.1	-1.4	4.7%	-4.2%	-13.3%
O=S(=O)(c1ccc2ccccc2c1)N1CCCOC1	-1.8%	-1.3	-3.4	8.0%	37.2%[activator]	u
O=C1CCCN1CC(O)CS(=O)(=O)c1ccccc1 (configuration not stated)	2.2%	-2.6	-20.7	1.2%	16.4%	36.2%[activator]
COc1ccc(NS(=O)(=O)c2ccc3c(c2)N(C(C)=O)CC(C)S3)c(OC)c1 (configuration not stated)	x	6.0	-4.0	4.7%	-8.7%	u
Cc1ccsc1C(=O)OCC(=O)NCC1CCCO1 (configuration not stated)	3.5%	8.0	32.5	x	-9.5%[11.4 µM]	37.4%[activator]
COc1ccc(N2CCN(CC(=O)c3c[nH]c4ccccc34)CC2)cc1	-0.3%	-3.1	-14.4	-9.7%	-10.5%	14.9%
COc1ccc(N(CC(=O)N2CCN(C)CC2)S(=O)(=O)c2cc(C)ccc2OC)cc1Cl	-7.2%	-1.9	-14.9	-10.5%	14.0%	8.28µM*
N#CC(c1ccc(Cl)cc1)(c1ncc(C(F)(F)F)cc1Cl)N1CCOCC1 (configuration not stated)	-4.5%	-0.8	8.6	u	24.0%	u
C/C(=N\NC(=O)c1cc(-c2cccc([N+](=O)[O-])c2)n[nH]1)c1ccccc1O	-5.5%	-6.8	-15.4	-13.0%	-7.5%	u
COc1ccccc1NC(=O)C1CCCCN1S(=O)(=O)c1ccc(F)cc1 (configuration not stated)	2.5%	-3.2	-4.7	-0.5%	0.0%	u
CC(=O)c1cc(-c2ccccc2)n(CCC(=O)NC2CCC(C)CC2)c1C (configuration not stated)	2.7%	-3.7	24.6	u	6.5%	54.1%[activator]
CCCC(=O)Nc1c(-c2ccccc2)c(=O)c(C)nn1-c1ccc(Cl)cc1	2.5%	-5.5	-7.4	10.4%	-17.5%	u
O=C(c1nc2ccccn2c1CNCCCn1ncc2ccccc21)N1CCOCC1	-1.2%	-1.6	11.4	7.2%	0.0%	u
CCCCCc1cc(=O)oc2c(C(CCN3CCCCC3)c3ccc(OC)cc3)c(OC)cc(OC)c12 (configuration not stated)	-7.9%&0.4%	-14.0&-5.4	-18.2&-8.6	3.29µM*	-20.5%	2.62µM*
CCn1c(COc2ccc(=O)n(-c3ccccc3)n2)nnc1SC	2.5%	0.7	-6.8	6.2%	-11.2%	-8.4%
Cc1cc(NC(=O)COC(=O)C2CCN(C(=O)c3ccc(Cl)cc3)CC2)no1	-0.6%	-4.9	-7.6	x	-2.8%	u
O=C(Nc1ccon1)Nc1cccc(Cl)c1Cl	1.3%	9.6*	3.3	18.7%	-15.9%	0.0%
Nc1nnnn1/N=C/c1cccs1	2.8%	-4.5	-9.5	x	16.5%[11.4 µM]	1.85µM*
COc1ccccc1NC(=O)CNC(=O)c1ccccc1	4.2%	-1.0	2.6	4.9%	14.6%	x

# Record cards, from the list above. Order of screens: Giardia FBPA inh	CHX counter	Shiga inhibitor	Pf growth 48h	Sm TGR inh	Pf growth 96h
# CC(=O)c1cc(-c2ccccc2)n(CCC(=O)NC2CCC(C)CC2)c1C (configuration not stated) is listed with 2.7%	-3.7	24.6	u	6.5%	54.1%[activator]
# CCCCCc1cc(=O)oc2c(C(CCN3CCCCC3)c3ccc(OC)cc3)c(OC)cc(OC)c12 (configuration not stated) is listed with -7.9%&0.4%	-14.0&-5.4	-18.2&-8.6	3.29µM*	-20.5%	2.62µM*
# Nc1nnnn1/N=C/c1cccs1 is listed with 2.8%	-4.5	-9.5	x	16.5%[11.4 µM]	1.85µM*

# Remaining list, next part
molecule	Giardia FBPA inh	CHX counter	Shiga inhibitor	Pf growth 48h	Sm TGR inh	Pf growth 96h
NC(=S)n1[nH]c(-c2ccc([N+](=O)[O-])cc2)c(N=Nc2ccc(Cl)cc2)c1=O	0.8%	-1.3	18.8	u	-3.3%	8.9%
CC(=O)C(C)Oc1cc(C)cc2oc(=O)c(C)c(C)c12 (configuration not stated)	1.0%	-3.3	-19.3	-15.6%	-16.4%	-15.5%
COc1ccc(N(CC(=O)NC2CCCC2)C(=O)Cn2nnc(-c3ccc(OC)c(OC)c3)n2)cc1	-5.0%	-3.0	-24.9	-17.8%	-8.1%	-24.3%
Cc1nc(NC(=O)CSc2nnc3ccccn23)c(Cl)cc1Cl	3.2%	10.1	-19.4	34.3%[activator]	11.4%	u
CN(C)CC(=O)Nc1ccc(Oc2ccc(Cl)cc2)cc1	-13.5%	1.2	-12.3	-15.1%	x	-0.3%[5.75 µM]
CCN(CC)c1ccc2cc(C(=O)NCc3ccc(F)cc3)c(=N)oc2c1	x	10.2	-2.3	u	-16.8%	1.65µM*
O=C(CCCOc1ccc(Cl)cc1)N1CCCCC1	6.7%	40.3*	85.5*	70.3%[activator]	-0.6%	x
COc1cccc2cc(C(=O)N3CCCCC3C)c(=O)oc12 (configuration not stated)	2.9%	2.7	-0.5	-11.5%	3.5%	64.6%[activator]
c1ccc2c3c(c(CN4CCCC4)cc2c1)COC3	-0.4%	-2.4	-10.5	2.7%	0.0%	5.8%
COc1ccc(OC(C)C(=O)N2CCOCC2)cc1 (configuration not stated)	4.9%	1.5	-12.8	8.4%	-1.2%	7.9%
CCN(CC)CCNC(=O)CCCCCn1c(=O)[nH]c2cc(C(=O)OC)ccc2c1=O	-1.0%	-5.1	11.7	x	-2.9%	23.5%
CN(C(=O)c1ccco1)c1ccccc1C(=O)O	0.2%	-1.9	5.6	-39.3%	-1.4%	7.0%
COC(=O)c1sc(NC(=S)NC(=O)c2ccccc2)nc1C	-17.6%	26.1*	-8.5	59.0%[activator]	-23.3%	u
COc1ccc(OC)c(C2CC(=O)N3CN(c4ccccc4)CSC3=C2C#N)c1 (configuration not stated)	1.77µM*	-2.4	-6.1	x	10µM*	u
Cc1cccc([C@@H]2[C@@H]3C(=O)N(Cc4ccccc4)C(=O)[C@@H]3[C@]3(Cc4ccc(Cl)cc4)C(=O)N(c4cccc(Br)c4)C(=O)N23)c1	2.6%	-3.8	-2.4	u	3.3%	u
Cc1cccc(Oc2cc([N+](=O)[O-])cc3c2C(=O)Nc2ccccc2O3)c1	-0.1%	11.1	12.0	u	1.0%	-26.6%
CCCOc1ccc(C(=O)Nc2cccnc2)cc1	5.6%	28.7*	x	184.1%[activator]	0.0%	21.4%
N#Cc1cc([N+](=O)[O-])ccc1N1CCN(c2ccccc2O)CC1	-12.2%	43.3*	71.1*	-23.0%	1.2%	-57.4%
Cc1c(NC(=O)/C(=C/c2cccs2)c2cccs2)c(=O)n(-c2ccccc2)n1C	5.4%	-0.1	-12.2	-6.1%	-7.0%	98.1%[activator]
CCCn1cc(S(=O)(=O)c2ccc(C)cc2)c(=O)c2cc(OC)ccc21	9.2%	-2.0	-8.4	-8.0%	9.0%	39.1%[activator]
C[C@@H]1O[C@@H](O[C@H]2C[C@@H](O)[C@]3(CO)[C@H]4[C@H](O)C[C@]5(C)[C@@H](C6COC(=O)C6)CC[C@]5(O)[C@@H]4CC[C@]3(O)C2)[C@H](O)[C@H](O)[C@H]1O (some centres not stated)	7.5%	-8.6	-23.7	3.6%	1.5%	-24.7%
COc1ccc(NC(=O)CCCCCN2C(=O)[C@@H]3Cc4ccccc4CN3C2=O)cc1Cl	x	-1.2	-2.5	-16.4%	-16.4%	11.7µM*
c1ccc(NC2=Nc3cccc4cccc2c34)cc1	-18.6%	21.5*	6.2	-3.6%	-1.3%	104.0%[activator]
O=C(Cc1ccccc1)N/N=C/c1cc(Br)cc(Br)c1O	11.3%	-3.4	11.6	u	u	-19.1%
Cc1ccc(-c2cc(-c3ccc(C)cc3)[n+](-c3ccccc3)c(-c3ccc(C)cc3)c2)cc1	x	x	x	0.294µM*	-4.2%	0.294µM*
COc1ccc(NC(=O)CCS(=O)(=O)c2ccccc2Cl)cc1S(=O)(=O)Nc1ccc(Cl)cc1	-6.5%	4.6	-8.8	-15.2%	x	-0.6%
NC(=O)C1CCC(NC(=O)OCc2ccccc2)CC1 (configuration not stated)	3.8%	-0.5	17.5	34.1%[activator]	u	6.57µM*
COC(=O)C(O)(CC(=O)Nc1ccc(OC)cc1)C(F)(F)F (configuration not stated)	0.1%	-0.4	-3.5	9.9%	0.1%	32.9%[activator]
NS(=O)(=O)c1ccc(F)c(C(=O)O)c1	0.9%	-3.7	-3.3	0.6%	1.2%	18.6%
COc1ccc([N+](=O)[O-])cc1NC(=O)C(C)Sc1ccc(C)cc1 (configuration not stated)	16.7%	5.4	12.7	u	6.5%	-56.3%
Cc1ccc(S(=O)(=O)N2CCC(C(=O)N3CCC(C(=O)NCC4CCCO4)CC3)CC2)cc1 (configuration not stated)	7.5%	1.1	-9.3	u	20.1%	u
COc1ccc(NC(=S)Nc2ccc3nc(C)c(C)nc3c2)cc1	u	2.7	-7.0	-1.7%	22.4µM*	u
Cc1ccc(S(=O)(=O)N2CCN(C(=O)Cn3nc(C)c([N+](=O)[O-])c3C)CC2)c(C)c1	x	-2.7	14.2	u	-4.3%	u
O=C(COC(=O)c1ccc(-c2ccccc2)cc1)Nc1ccccc1-c1ccccc1	-0.7%	-2.5	-9.5	8.8%	-6.4%	-12.5%
Cc1c(NC(=O)C(=O)/C=C(\O)c2ccc(Br)cc2)c(=O)n(-c2ccccc2)n1C	-12.3%	2.5	-10.3	-6.1%	-8.9%	-50.1%
c1ccc2sc(N3CCOCC3)nc2c1	5.0%	44.2*	53.2	89.0%[activator]	-2.0%	318.1%[activator]
Cc1cc(C)c2oc(=O)cc(CN3CCN(Cc4ccccc4)CC3)c2c1	-6.0%	9.3	-6.9	11.7µM*	-33.1%	u
CCC(CC)C(=O)NCCc1ccc(OC)c(OC)c1	7.9%	1.6	-18.0	7.3%	6.0%	-14.5%
O=C(COc1ccccc1)NC1CCSC1=O (configuration not stated)	5.1%	7.0	8.8	24.3%	0.9%	32.9%[activator]
COc1cc2c(cc1OC)CN(Cc1cc(=O)n3c(-c4ccccc4)csc3n1)CC2	u	11.3	-1.9	u	-18.9%	u
CN(C)CCOCCOc1ccc(Cl)c2ccccc12	u	-1.2	26.1	u	x	-0.4%
C[N+]1(C)CC2([N+](=O)[O-])CC=C(Oc3ccccc3)C([N+](=O)[O-])(C2)C1 (configuration not stated)	6.2%	-2.5	-9.7	0.7%	-6.7%	-38.5%
O=C(O)COc1ccc(S(=O)(=O)NCCc2ccccc2)cc1	11.9%	-3.3	5.6	9.9%	-1.3%	12.0%
O=C(OCCCc1cc2ccccc2c(=O)o1)c1ccco1	x	x	x	37.0%[activator]	u	1.9%
